TDP1 cell CPT: DT40-hTDP1 cell growth loss with CPT; chicken DT40 Tdp1-/-;hTDP1 cells + 20 nM CPT, ATP luminescence, 48 h; 420,000 tested, 12% active; Potency, µM (top dose mostly 46.2 µM), for the others: at the highest dose activity change, negative = growth inhibition, hits mostly inhibitors; further: nearly all actives have a fitted effect of over 55% in size
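Cell growth measured by CellTiter-Glo luminescence after a minimum 48 h, 37 C compound exposure with 20 nM CPT in Tdp1-knockout DT40 cells stably expressing hTDP1, seeded 400/well; qHTS titration format.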
TDP1 cell noCPT: qHTS for Inhibitors of human tyrosyl-DNA phosphodiesterase 1 (TDP1): qHTS in cells in absence of CPT; 420,000 tested, 15% active; DT40 Tdp1-/- hTDP1 cells, no CPT, ATP luminescence, 48 h; Potency, µM (doses to about 46.2 µM), inactives show at the highest dose activity change, negative = growth inhibition, usual class: inhibitors; AID 686978, 2013; further: nearly all actives have a fitted effect of over 55% in size
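Cells were dispensed at 400 per well, compounds added by pin tool, plates incubated ≥48 hr at 37 °C, then CellTiter-Glo added for 30 min at room temperature before luminescence reading. Line: DT40 Tdp1-/- complemented with hTDP1; camptothecin omitted.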
TDP1 block: inhibitors of human tyrosyl-DNA phosphodiesterase TDP1. Q9NUW8. recombinant TDP1, AlphaScreen DNA substrate cleavage. Potency, µM (top dose mostly 130 µM), inactives show at the top dose activity change, negative = inhibition, most hits filed as inhibitors. 350,000 tested, 0.28% active. AID 485290; further: nearly all actives have a fitted effect of over 40% in size
Target sequence (Q9NUW8 whole entry, looked up): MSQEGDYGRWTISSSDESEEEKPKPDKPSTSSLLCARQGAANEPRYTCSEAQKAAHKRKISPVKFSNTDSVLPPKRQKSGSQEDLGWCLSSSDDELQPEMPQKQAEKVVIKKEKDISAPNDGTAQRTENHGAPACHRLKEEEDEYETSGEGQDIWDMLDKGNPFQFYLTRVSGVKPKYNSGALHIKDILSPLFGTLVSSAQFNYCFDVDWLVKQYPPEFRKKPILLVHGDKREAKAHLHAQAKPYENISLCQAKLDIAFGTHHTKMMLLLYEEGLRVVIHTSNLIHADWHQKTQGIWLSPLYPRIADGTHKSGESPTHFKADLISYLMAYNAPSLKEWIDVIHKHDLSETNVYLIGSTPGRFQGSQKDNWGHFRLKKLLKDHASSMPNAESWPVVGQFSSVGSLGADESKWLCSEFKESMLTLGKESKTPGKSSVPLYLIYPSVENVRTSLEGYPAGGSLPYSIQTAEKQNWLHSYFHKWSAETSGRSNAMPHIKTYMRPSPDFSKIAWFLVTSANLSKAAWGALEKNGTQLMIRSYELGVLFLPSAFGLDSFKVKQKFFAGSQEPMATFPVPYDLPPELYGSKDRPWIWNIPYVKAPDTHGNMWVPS
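Recombinant E. coli-expressed Tdp1 (1 nM) preincubated with compound 15 min at RT, then 5'-biotin/3'-phosphotyrosine-FITC DNA substrate (15 nM) added for 5 min. AlphaScreen beads (10 ug/ml) added, 10 min RT; tyrosine-FITC cleavage read as signal loss.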
Numbers without * were called inactive; ? = inconclusive; . = not tested or not shown; [ ] = dose if it differs, or a comment. The call rests on the fitted dose curve; in most records, active means well fitted curve in the direction sought with a large enough effect; inconclusive means small, poorly fitted or top-dose-only effect, or another doubt; inactive means no such curve, though single readings can be large; an effect the other way counts as inactive or inconclusive. On the % scale 0 is the no-effect control and ±100 the full control effect; potency means the concentration at half of the fitted maximal effect.

No.	mol	TDP1 cell CPT	TDP1 cell noCPT	TDP1 block
1	Clc1cccc(-c2nc3ccccn3c2Nc2ccc3c(c2)OCCO3)c1	?	8.2µM*	12%
2	COc1ccc2[nH]c(=O)c(CN(c3ccccc3OC)S(=O)(=O)c3ccccc3)cc2c1	16µM*	15µM*	.
3	CC1(C)CC(=O)C2=C(C1)NC(SCC(N)=O)=C(C#N)C21CCCCC1	-13%	-20%	5%
4	O=C(c1nnsc1S(=O)(=O)c1ccc(Cl)cc1)N1CCOCC1	2.3µM*	2.9µM*	-1%
5	COCCNC(=S)N/N=C/c1ccc(N2CCOCC2)cc1	?	?	3%
6	COc1ccc(-n2c(=O)cnc3cnc(N4CCOCC4)nc32)cc1	?	-22%	.
7	OC1C(Br)=Cc2ccccc21 (stereo not given)	?	?	.
8	CCOc1ccc2nc(N(Cc3cccnc3)C(=O)c3cccs3)sc2c1	2%	-5%	8%
9	O=C(Nc1ccccc1N1CCOCC1)c1ccc(N2CCOCC2)c([N+](=O)[O-])c1	?	?	3%
10	N/C(CSc1ccccn1)=N\OCc1c(Cl)cccc1Cl	0%	?	1%
11	CCC(NC(=O)Nc1ncccc1C)(C(F)(F)F)C(F)(F)F	-3%	5%	2%
12	N#C/C(=C/c1ccc(N2CCCCCC2)o1)c1cccc(F)c1	?	21µM*	-5%
13	Cn1c(=O)c2nc(-c3ccc(Cl)cc3Cl)oc2c2ccccc21	-10%	-13%	0%
14	O=C(O)c1cccc(S(=O)(=O)Nc2ccc(OCc3ccccc3)cc2)c1	14%	-6%	-10%
15	CC(C)(C)C1CCC(=NNc2ccc(S(N)(=O)=O)cc2[N+](=O)[O-])CC1 (stereo not given)	16µM*	21µM*	8%
16	COc1ccc(NC(=O)C2CCCN(S(=O)(=O)c3c(C)n[nH]c3C)C2)cc1 (stereo not given)	-19%	1%	-1%
17	COc1ccccc1NC(=O)CSc1nnc(CC(=O)Nc2ccccc2)n1C	-30%	-8%	-5%
18	COC(=O)c1cc(C(=O)NCCCN2CCOCC2)cc([N+](=O)[O-])c1	17%	-6%	5%
19	COCCn1nnnc1C(c1cc2c(C)cc(C)cc2[nH]c1=O)N1CCCCCC1 (stereo not given)	23µM*	18µM*	.
20	CCOC(=O)Cc1csc(NC(=O)CSc2nnc3ccccn23)n1	9%	2%	1%
21	Cc1ccc(NC(=O)CSc2nnc(CNC(=O)c3ccco3)o2)cc1Cl	-8%	20%	1%
22	CCCC(=O)Oc1c(S(=O)(=O)c2ccc(C)cc2)c(C)nn1C(C)(C)C	-5%	8%	0%
23	CCOC(=O)C1CCCN(S(=O)(=O)c2c(C)[nH]c(C)c2C(=O)N2CCCC2)C1 (stereo not given)	5%	27%	1%
24	Cc1cnc(NC(=O)Cc2c[nH]c3ccccc23)s1	-9%	-12%	11%
25	O=c1c(NCCc2ccc(Cl)cc2)c(-c2ccccc2)c1=O	-24%	-2%	.
26	COc1ccc(CCNC(=O)CSc2ccccn2)cc1	7%	-2%	5%
27	COc1ccc(CNC(=O)C2CCCN(S(=O)(=O)c3c(C)n[nH]c3C)C2)cc1 (stereo not given)	-18%	-17%	0%
28	CCOC(=O)c1cc(C)n(CC2CCC(C(=O)Nc3ccc(OC)c(OC)c3)CC2)c1C (stereo not given)	-23%	-18%	0%
29	CCCCNC(=O)COC(=O)c1ccc(NC(C)=O)cc1	13%	-9%	0%
30	O=C(NCCN1CCCC1)c1ccc2c(c1)N(Cc1ccccc1)C(=O)c1ccccc1S2(=O)=O	-19%	3%	4%
31	COc1ccc(Nc2ncnc3c2cnn3Cc2ccccc2)cc1	?	?	0%
32	CCOC(=O)c1ccc(NC(=O)CCCn2c(=O)c3cccn3c3cccnc32)cc1	?	18µM*	3%
33	COc1cccc(C(=O)OCC(=O)N2CCc3ccccc32)c1OC	7%	-17%	1%
34	C=CCn1c(SCc2cc(C(C)=O)ccc2OCC)nc2ccccc2c1=O	1.6µM*	0.82µM*	-2%
35	CCN(C(=O)COC(=O)c1ccccc1SCC(=O)NC1CCCCCCC1)C1CCS(=O)(=O)C1 (stereo not given)	-9%	-27%	-2%
36	CCOC(=O)c1sc(=NC(=O)COc2ccccc2)n(C)c1C	5%	-19%	2%
37	c1ccc(C(c2ccccc2)N2CCC3(CCNCC3)CC2)cc1	5.8µM*	2.6µM*	.
38	C=CCNC(=O)/C(=C\c1cccc([N+](=O)[O-])c1)NC(=O)c1ccccc1	1%	3%	-1%
39	CCS(=O)(=O)N1CCc2cc(C(=O)Nc3ccc(OC)cc3OC)ccc21	?	16µM*	6%
40	Cc1ccc(NC(=O)C(C)SCc2nc3sc4c(c3c(=O)[nH]2)CCCC4)nc1 (stereo not given)	-24%	7%	3%
41	CCN(CC)c1ccc(/C=N/N2CCN(c3ccccc3OC)CC2)cc1	?	?	13%
42	Fc1cccc(NC(=S)NCc2ccccn2)c1	-41%	25%	2%
43	COc1ccc(C(=O)OCC(=O)NCC2CCCCC2)c(OC)c1	?	?	7%
44	CN(C(=O)CSc1nc2ccccc2s1)c1c(N)n(Cc2ccccc2)c(=O)[nH]c1=O	-10%	7%	6%
45	COc1cc(/C=C2/N=C(c3ccccc3F)OC2=O)cc(Cl)c1OS(C)(=O)=O	?	?	3%
46	COC(=O)C[C@@H]1CC[C@@H](NS(=O)(=O)c2ccc(F)cc2)[C@@H](CO)O1	7%	7%	.
47	CCOCCCn1c(=N)c(C(=O)NC2CCCCC2)cc2c(=O)n3ccccc3nc21	-5%	?	.
48	CN(c1ccccc1)S(=O)(=O)c1ccc(C(=O)NCC2CCCO2)cc1 (stereo not given)	-26%	?	8%
49	CCOC(=O)c1sc2nc(C)nc(Nc3ccccc3)c2c1C	-8%	-18%	5%
50	Cn1c(SCc2cccc(Br)c2)nnc1-c1ccncc1	-1%	-4%	3%

The final 5 entries of the section above open the next one:
No.	mol	TDP1 cell CPT	TDP1 cell noCPT	TDP1 block
46	COC(=O)C[C@@H]1CC[C@@H](NS(=O)(=O)c2ccc(F)cc2)[C@@H](CO)O1	7%	7%	.
47	CCOCCCn1c(=N)c(C(=O)NC2CCCCC2)cc2c(=O)n3ccccc3nc21	-5%	?	.
48	CN(c1ccccc1)S(=O)(=O)c1ccc(C(=O)NCC2CCCO2)cc1 (stereo not given)	-26%	?	8%
49	CCOC(=O)c1sc2nc(C)nc(Nc3ccccc3)c2c1C	-8%	-18%	5%
50	Cn1c(SCc2cccc(Br)c2)nnc1-c1ccncc1	-1%	-4%	3%
51	CC1CCCC(NC(=O)CN2C(=O)NC(c3ccccc3)(c3ccccc3)C2=O)C1C (stereo not given)	?	?	-3%
52	CCCn1c2ccccc2c2cnn(CC(=O)NC3CCN(Cc4ccccc4)CC3)c(=O)c21	16µM*	?	2%
53	Cc1c(Cl)cccc1NC(=O)NCc1ccc(F)cc1	-24%	-18%	3%
54	COc1ccc(/C=C(/NC(=O)c2ccc(Br)o2)C(=O)Nc2cccc(C(=O)O)c2)cc1	3%	-2%	.
55	CC(C)N1CCC2(CC1)Oc1ccc(Br)cc1C1CC(c3cccnc3)=NN12 (stereo not given)	-16%	-25%	.
56	COc1ccccc1N(CC(=O)NCc1ccco1)S(C)(=O)=O	20%	-6%	8%
57	COc1ccccc1Nc1nc2cc(C)ccc2cc1C#N	-1%	-8%	-3%
58	COc1ccc(N2CCN(C(CNC(=O)C(=O)NCc3cccnc3)c3ccco3)CC2)cc1 (stereo not given)	-12%	-4%	0%
59	c1ccc2c(c1)[nH]c1nc3nncn3nc12	-3%	-6%	-2%
60	O=C(Nc1ccc(N2CCOCC2)c(Cl)c1)c1cccnc1	-26%	-7%	2%

The closing 2 records of the section above come first, to join the parts:
No.	mol	TDP1 cell CPT	TDP1 cell noCPT	TDP1 block
59	c1ccc2c(c1)[nH]c1nc3nncn3nc12	-3%	-6%	-2%
60	O=C(Nc1ccc(N2CCOCC2)c(Cl)c1)c1cccnc1	-26%	-7%	2%
61	O=C(CC(=O)c1ccccn1)c1ccccc1	21µM*	16µM*	.
62	C/C(=N\NC(=O)CSc1nc(C)cc(C)n1)c1cccs1	9%	0%	1%
63	O=C(CSc1nc2c(sc3ccccc32)c(=O)n1Cc1ccco1)NCC1CCCO1 (stereo not given)	?	-72%	9%
64	O=C(NCCN1CCCCCC1)c1ccc(CS(=O)(=O)c2ccc(Br)cc2)o1	?	-29%	3%
65	Cc1ccc(-c2csc3ncnc(N4CCc5ccccc5C4)c23)cc1	?	21µM*	4%
66	O=C(COC(=O)C1CC(O)CN1S(=O)(=O)c1ccc(Cl)cc1)c1ccccc1 (stereo not given)	3%	-8%	2%
67	COc1cccc(N2CCN(CC(=O)NCc3cccs3)CC2)c1	-16%	-25%	3%
68	Cc1nc(SCC(=O)N2CCNC2=O)c2ccccc2n1	?	?	0%
69	COc1cc(C(C2C(=O)CC(C)(C)CC2=O)C2C(=O)CC(C)(C)CC2=O)ccc1O	-23%	-1%	.
70	CCS(=O)(=O)Nc1ccc(C(=O)CC2(O)C(=O)Nc3ccc(Br)cc32)cc1 (stereo not given)	21µM*	6.5µM*	2%

The last 2 records of the part before open the next one.
No.	mol	TDP1 cell CPT	TDP1 cell noCPT	TDP1 block
69	COc1cc(C(C2C(=O)CC(C)(C)CC2=O)C2C(=O)CC(C)(C)CC2=O)ccc1O	-23%	-1%	.
70	CCS(=O)(=O)Nc1ccc(C(=O)CC2(O)C(=O)Nc3ccc(Br)cc32)cc1 (stereo not given)	21µM*	6.5µM*	2%
71	CCS(=O)(=O)N1CCc2cc(C(=O)Nc3cccc(Cl)c3C)ccc21	?	?	-3%
72	Cc1cc(NC(=O)c2cnn3c(C(F)F)cc(C4CC4)nc23)no1	?	12µM*	0%
73	CCCCOc1ccc(C2(C)CC(=O)NC2=O)cc1 (stereo not given)	-16%	-25%	6%
74	O=C(C1CCN(S(=O)(=O)c2cccc3cccnc23)CC1)N1CCn2c1nc1ccccc12	?	?	6%
75	CCC(C)[C@H](NC(=O)OC(C)(C)C)C(=O)N/N=C/c1ccc2cc(OC)ccc2n1 (stereo not given in full)	-17%	-15%	6%
76	COc1ccc(S(=O)(=O)NC(CC(C)C)C(=O)NC(C)c2cccs2)cc1 (stereo not given)	-20%	-6%	0%
77	Cc1cc2ccccn2c1C(=O)c1cccc(F)c1	-23%	?	-2%
78	O=C(Nc1ccccc1F)c1ccc2snnc2c1	-21%	-13%	5%[56.1 µM]
79	OCCN(CCO)CC(O)COc1ccc2c(c1)OCO2 (stereo not given)	-14%	-6%	2%
80	Cc1ccc(-c2nnc(N3CCC(C)CC3)c3ccccc23)cc1C	6.5µM*	9.2µM*	2%
81	COc1cc(CC(=O)OCC(=O)NC2CCCCC2)cc(OC)c1OC	8%	10%	1%
82	COC(=O)c1ccccc1NC(=S)NC(=O)C1CC1	?	-14%	0%
83	O=[N+]([O-])O[C@@H]1CO[C@H]2[C@@H]1OC[C@@H]2O	12%	-12%	.
84	CCOC(=O)c1cnc(N)nc1-c1ccccc1	-14%	-6%	.
85	O=C(O)c1ccccc1C(=O)N1CCN(C(=O)c2ccccc2Cl)CC1	5%	5%	5%
86	COC(=O)c1nn(-c2nc(-c3cccc(OC)c3)cc(C(F)(F)F)n2)cc1[N+](=O)[O-]	-3%	-30%	2%
87	CCc1c(O)c(/C(C)=N\O)c(=O)n(-c2ccccc2)c1-c1ccccc1	16%	3%	4%
88	COc1ccc(NC(=O)CCCN2C(=O)CN(C)C2=O)c(OC)c1	?	?	6%
89	O=C(O)CCNC(=O)/C(=C\c1ccco1)NC(=O)c1ccco1	-1%	8%	.
90	Cc1ccc(Nc2c(-c3ccc(C)o3)nc3ncccn23)cc1	-9%	-19%	.
91	CCOc1ccccc1C1C(C#N)=C(SCC(=O)OC)NC(=O)C1C(=O)OC (stereo not given)	1%	13%	4%
92	Cc1ccc(C(=O)NCCNC(=O)COc2ccc(C)c(C)c2)cn1	7%	8%	2%
93	CC(=O)N(CC#CCN(C(C)=O)c1ccccc1)c1ccccc1	-15%	?	.
94	CC(=O)Nc1cccc(-c2cc(NC=O)c3ncc(-c4ccc(F)c(Cl)c4)n3c2)c1	23µM*	16µM*	.
95	COc1ccccc1NC(=O)Cn1cc(C(=O)c2ccncc2)c(=O)c2cc(C)ccc21	-7%	-19%	-3%
96	CCOc1cc(C2NC(=S)NC(C)=C2C(=O)Nc2ccc(OC)cc2)ccc1O (stereo not given)	?	5%	3%
97	NC(=O)c1nn(-c2ccccc2)nc1NC(=O)CSc1nnnn1-c1ccc(Cl)cc1	?	16µM*	3%
98	CCC(CO)Oc1cc(NC(=O)c2ccc(Cl)cc2)c2ncn(C(C)C)c2c1 (stereo not given)	-5%	-23%	2%
